Screening data: PubChem BioAssay, National Center for Advancing Translational Sciences (NCATS)
APEX1 inh – qHTS Assay for Inhibitors of the Human Apurinic/apyrimidinic Endonuclease 1 (APE1); 0.35% of 350,000 active; Potency, µM (highest dose often 65.8 µM), for inactives: top-dose activity change, negative = inhibition, most hits filed as inhibitors; AID 2517, 2012; DNA repair nuclease/redox regulator APEX1 (Homo sapiens), P27695; recombinant APE1, TAMRA/BHQ-2 abasic DNA cleavage fluorescence; active = well fitted inhibition curve with a large enough effect; inconclusive = small, poorly fitted or top-dose-only effect; inactive = no such curve, though single readings can be large or run the other way;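 also: plate controls were vehicle for no effect and reference inhibitor for full effect; nearly all actives have a fitted effect of over 55% in size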
Target sequence (P27695 whole entry, looked up): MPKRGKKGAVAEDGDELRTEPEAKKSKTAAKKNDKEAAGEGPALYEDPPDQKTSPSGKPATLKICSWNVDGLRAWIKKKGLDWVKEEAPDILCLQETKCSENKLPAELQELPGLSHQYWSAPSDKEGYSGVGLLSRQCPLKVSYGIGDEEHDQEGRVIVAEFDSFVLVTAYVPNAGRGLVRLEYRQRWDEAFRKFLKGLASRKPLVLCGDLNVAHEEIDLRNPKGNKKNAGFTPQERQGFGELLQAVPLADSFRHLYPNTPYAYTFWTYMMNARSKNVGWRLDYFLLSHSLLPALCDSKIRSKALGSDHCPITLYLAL
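Measures dequenching upon AP-site incision of a 5'-TAMRA/3'-BHQ-2 THF-containing duplex, 50 nM; human APE1 0.75 nM after 15 min room-temperature exposure to compound; kinetic three-point read at one-minute spacing.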
Numbers without * were called inactive; [ ] = remark or other dose. Potency is read from the fitted curve at half-maximal effect.

`COC(=O)c1ccc(C=O)cc1` gave APEX1 inh 1%.
`BrC(Br)C(Br)Br` gave APEX1 inh -2%.
For COC1[C@@H](O[C@@H]2O[C@H](C)[C@@H](O[C@H]3C[C@@](C)(O)[C@H](OC(=O)CC(C)C)[C@H](C)O3)[C@H](N(C)C)[C@H]2O)[C@@H](CC=O)C[C@@H](C)[C@@H](O)/C=C/C=C/C[C@@H](C)OC(=O)C[C@H]1OC(C)=O (stereo partly drawn) the results were APEX1 inh -2%[21 µM].
Screening N#Cc1c(-c2ccc(OCCOCCOCCNC(=O)CCCC[C@@H]3SC[C@@H]4NC(=O)N[C@@H]43)cc2)no[n+]1[O-] returned APEX1 inh -6%.
CCO[Si](CCCN)(OCC)OCC was read as APEX1 inh 5%.
Screening Cc1ccc(S(=O)(=O)Oc2ccc(N=Nc3ccc(-c4ccc(N=Nc5c(O)ccc6cc(S(=O)(=O)O)cc(S(=O)(=O)O)c56)c(C)c4)cc3C)cc2)cc1 returned APEX1 inh 35µM*.
CC1(C)S[C@@H]2[C@H](N3C(=O)C(c4ccccc4)NC3(C)C)C(=O)N2[C@H]1C(=O)O (stereo partly drawn) was read as APEX1 inh inconclusive.
CC(C)N(C)C was read as APEX1 inh 2%.
Screening N#Cc1c(-c2cccc(C(F)(F)F)c2)no[n+]1[O-] returned APEX1 inh -8%.
COc1ccc(CCNC[C@H](O)c2ccc(O)cc2)cc1OC was read as APEX1 inh -7%.
For O=C1NC(Cc2ccccc2)c2nc3ccc(Cl)cc3c(=O)n2-c2ccccc21 (stereo not drawn) the results were APEX1 inh -11%.
`CCOC(C)(C)C` gave APEX1 inh 6%.
`CCCC(Cl)CCCC(Cl)CCC(Cl)CCC(Cl)CCC(Cl)CCCC(Cl)CCC` (stereo not drawn) gave APEX1 inh 1%.
For CC(C)CCOC(=O)/C=C/c1ccccc1 the results were APEX1 inh 1%.
For NC(=O)C1CCN(c2nc(-c3ccc4c(c3)OCO4)cs2)CC1 the results were APEX1 inh -15%.
`Nc1cccc(C(F)(F)F)c1` gave APEX1 inh 3%.
For O=S(=O)(O)c1ccccc1 the results were APEX1 inh 3%.
For CCCCCNc1oc(-c2cccc3ccccc23)nc1C#N the results were APEX1 inh -6%.
Screening CC[C@@H](C)CCCCC(=O)N[C@H](CCN)C(=O)N[C@@H](C(=O)N[C@H](CCN)C(=O)N[C@@H]1CCNC(=O)C([C@@H](C)O)NC(=O)[C@@H](CCN)NC(=O)[C@@H](CCN)NC(=O)[C@@H](CC(C)C)NC(=O)[C@@H](Cc2ccccc2)NC(=O)[C@@H](CCN)NC1=O)[C@@H](C)O (stereo partly drawn) returned APEX1 inh 5%.
For O=C(Cl)c1cccc([N+](=O)[O-])c1 the results were APEX1 inh 1%.
Screening CC(C)C(C)(C)C(C)(C)C(C)(C)S returned APEX1 inh 3%.
Screening O=C(Oc1ccccc1)c1ccccc1O returned APEX1 inh 2%.
For COc1cccc(-c2no[n+]([O-])c2C#N)c1 the results were APEX1 inh -4%.
C=C1C(=O)O[C@H]2[C@H]1CC/C(C)=C\CC[C@@]1(C)O[C@@H]21 was read as APEX1 inh 2%[21 µM].
CC[C@H](C)CCCCC(=O)N[C@@H](CCN)C(=O)N[C@H](C(=O)N[C@@H](CCN)C(=O)N[C@H]1CCNC(=O)[C@H]([C@@H](C)O)NC(=O)[C@H](CCN)NC(=O)[C@H](CCN)NC(=O)[C@H](CC(C)C)NC(=O)[C@@H](CC(C)C)NC(=O)[C@H](CCN)NC1=O)[C@@H](C)O was read as APEX1 inh inconclusive.
Screening C/C=C1\C(=O)C[C@H]2[C@@H]3CCC4=CC(=O)CC[C@]4(C)[C@H]3CC[C@]12C returned APEX1 inh 1%.
CC(C)=CCC[C@@](C)(O)[C@H]1CC=C(C)CC1 was read as APEX1 inh -7%.
Screening O=C(CSc1nnc(-c2cccc([S+](=O)([O-])N3CCCC3)c2)n1-c1ccccc1)Nc1cccc(F)c1 returned APEX1 inh 40%.
Screening COc1ccc(C2=Nn3c(nnc3-c3ccccc3Cl)SC2)cc1OC returned APEX1 inh -9%.
`CCCCC(CC)COCCCN` (stereo not drawn) gave APEX1 inh 3%.
For Nc1ccc(N)c([N+](=O)[O-])c1 the results were APEX1 inh 0%.
Screening NC[C@H]1O[C@H](O[C@H]2[C@H](O[C@@H]3O[C@H](CO)[C@@H](O)[C@H]3O)C(O)[C@H](N)C[C@@H]2N)[C@H](N)[C@@H](O)[C@@H]1O (stereo partly drawn) returned APEX1 inh 4%[21 µM].
For CO[C@H]1C=CO[C@@]2(C)Oc3c(C)c(O)c4c(O)c(c5c(nc6cc(C)ccn65)c4c3C2=O)NC(=O)/C(C)=C\C=C[C@H](C)[C@H](O)[C@@H](C)[C@@H](O)[C@@H](C)[C@H](OC(C)=O)[C@@H]1C the results were APEX1 inh -1%.
N#Cc1c(-c2ccc(O)cc2)no[n+]1[O-] was read as APEX1 inh -12%.
`C/C=C1\CC2C=CC1C2` (stereo not drawn) gave APEX1 inh 2%.
`CN(C)c1ccc(C2(c3ccc(N(C)C)cc3)OC(=O)c3cc(N(C)C)ccc32)cc1` gave APEX1 inh 7%.
For O=c1c2ccccc2nc2sc(Nc3cccc4ccccc34)nn12 the results were APEX1 inh -9%.
`COc1cc(S(=O)(=O)N2CCN(Cc3ccc4c(c3)OCO4)CC2)ccc1NC(C)=O` gave APEX1 inh -8%.
c1ccc(COCc2ccccc2)cc1 was read as APEX1 inh 0%.
`Cc1cccc(C)c1[N+](=O)[O-]` gave APEX1 inh 2%.
For CCC(C)=O the results were APEX1 inh 4%.
For Cc1ccc(C)cc1 the results were APEX1 inh 1%.
For O=C(CSc1nnc(-c2cccc(S(=O)(=O)N3CCCC3)c2)n1-c1ccccc1)Nc1ccccc1 the results were APEX1 inh 17%.
Screening CC=O returned APEX1 inh -2%.
`N#Cc1c(-c2ccc(OCCOCCOCCN)cc2)no[n+]1[O-]` gave APEX1 inh -4%.
CCN[C@@H]1C[C@H](N)[C@@H](OC2OC(CN)=CCC2N)[C@H](O)[C@H]1O[C@H]1OC[C@](C)(O)[C@H](NC)[C@H]1O (stereo partly drawn) was read as APEX1 inh 1%[21 µM].
O=C(O)c1ccc(CSc2nnc(-c3cccc([S+](=O)([O-])NC4CCCC4)c3)n2-c2ccccc2)cc1 was read as APEX1 inh 32%.
C=C(C)OC(C)=O was read as APEX1 inh 13%.
`CC(=O)OC(C(=O)c1ccccc1)c1ccccc1` (stereo not drawn) gave APEX1 inh -4%.
For Cc1ccccc1Br the results were APEX1 inh 3%.
O=C(O)c1cccc(-c2nc(-c3ccccc3C(F)(F)F)no2)c1 was read as APEX1 inh 7%.
Screening CC[C@H]1OC(=O)[C@H](C)[C@@H](O[C@H]2C[C@@](C)(OC)[C@@H](O)[C@H](C)O2)[C@H](C)[C@@H](O[C@@H]2O[C@H](C)C[C@H](N(C)C)[C@H]2O)[C@](C)(O)C[C@@H](C)/C(=N\OCOCCOC)[C@H](C)[C@@H](O)[C@]1(C)O returned APEX1 inh 7%[21 µM].
ClC1=C(Cl)C(Cl)(Cl)C(Cl)=C1Cl was read as APEX1 inh -6%.
CNc1cc(OC)c(C(=O)N[C@H]2CCN(Cc3ccccc3)[C@H]2C)cc1Cl was read as APEX1 inh -5%.
OC[C@@H](O)C(O)[C@H](O)CO was read as APEX1 inh -4%.
For Cc1ccc(CNc2ccc(N3CCNCC3)cc2)cc1 the results were APEX1 inh 16%.
FC(F)Oc1ccc(C2=Nn3c(nnc3-c3ccccc3C(F)(F)F)SC2)cc1OCC1CC1 was read as APEX1 inh -2%.
For C=CCNC(=O)c1cc(-c2cccs2)on1 the results were APEX1 inh 9%.
NS(=O)(=O)O was read as APEX1 inh 3%.
`NC(=O)/N=N/C(N)=O` gave APEX1 inh 1%.

Already shown: entries from further up.
For Cc1ccccc1Br the results were APEX1 inh 3%.
O=C(O)c1cccc(-c2nc(-c3ccccc3C(F)(F)F)no2)c1 was read as APEX1 inh 7%.
Screening CC[C@H]1OC(=O)[C@H](C)[C@@H](O[C@H]2C[C@@](C)(OC)[C@@H](O)[C@H](C)O2)[C@H](C)[C@@H](O[C@@H]2O[C@H](C)C[C@H](N(C)C)[C@H]2O)[C@](C)(O)C[C@@H](C)/C(=N\OCOCCOC)[C@H](C)[C@@H](O)[C@]1(C)O returned APEX1 inh 7%[21 µM].
ClC1=C(Cl)C(Cl)(Cl)C(Cl)=C1Cl was read as APEX1 inh -6%.
CNc1cc(OC)c(C(=O)N[C@H]2CCN(Cc3ccccc3)[C@H]2C)cc1Cl was read as APEX1 inh -5%.
OC[C@@H](O)C(O)[C@H](O)CO was read as APEX1 inh -4%.
For Cc1ccc(CNc2ccc(N3CCNCC3)cc2)cc1 the results were APEX1 inh 16%.
FC(F)Oc1ccc(C2=Nn3c(nnc3-c3ccccc3C(F)(F)F)SC2)cc1OCC1CC1 was read as APEX1 inh -2%.
For C=CCNC(=O)c1cc(-c2cccs2)on1 the results were APEX1 inh 9%.
NS(=O)(=O)O was read as APEX1 inh 3%.
`NC(=O)/N=N/C(N)=O` gave APEX1 inh 1%.

Random excerpt: two entries already listed.
For Cc1ccccc1Br the results were APEX1 inh 3%.
ClC1=C(Cl)C(Cl)(Cl)C(Cl)=C1Cl was read as APEX1 inh -6%.

Additional entries.
`N#Cc1ccc(-c2csc(N3CCC(C(N)=O)CC3)n2)cc1` gave APEX1 inh -3%.
`CN(C)CCCCl` gave APEX1 inh -1%.
For NC(=O)C1CCN(c2nc(-c3cccc(F)c3)cs2)CC1 the results were APEX1 inh 17%.
O=C1NC(Cc2ccc(O)cc2)c2nc3ccccc3c(=O)n2-c2ccccc21 (stereo not drawn) was read as APEX1 inh 12%.
Screening C=Cc1c(C)c2cc3nc(cc4[nH]c(cc5nc(cc1[nH]2)C(C)=C5CCC(=O)OC)c(CCC(=O)O)c4C)[C@@]1(C)C3=CC=C(C(=O)OC)[C@H]1C(=O)OC returned APEX1 inh 0%[21 µM].
For CCN(CC)c1cccc(O)c1 the results were APEX1 inh 6%.
Screening Cc1cccc(-c2csc(N3CCC(C(N)=O)CC3)n2)c1 returned APEX1 inh -5%.
FC(F)(F)c1ccccc1Cl was read as APEX1 inh 11%.
For N#Cc1nonc1-c1ccccc1 the results were APEX1 inh 2%.
C=C1[C@@H]2CC[C@@H](C2)C1(C)C was read as APEX1 inh -1%.
For CC(C)CC1NC(=O)c2ccc(Cl)cc2-n2c1nc1cc(F)ccc1c2=O (stereo not drawn) the results were APEX1 inh -2%.
Screening COc1ccc(NS(=O)(=O)c2ccc(NN=Cc3ccc(C(=O)O)cc3)c([N+](=O)[O-])c2)cc1 returned APEX1 inh inconclusive.
`C=C1c2c(Cl)ccc(O)c2C(O)=C2C(=O)[C@]3(O)C(O)=C(C(N)=O)C(=O)[C@@H](N(C)C)[C@@H]3[C@@H](O)[C@H]12` gave APEX1 inh inconclusive.
For O=C(CSc1nnc(-c2cccc([S+](=O)([O-])N3CCCC3)c2)n1-c1ccccc1)Nc1cccc(C(F)(F)F)c1 the results were APEX1 inh 6%.
For CC(=O)N[C@@H](C=O)[C@H](O)[C@H](O)[C@@H](O)CO the results were APEX1 inh 19%.
Screening C=CC(=O)OCCOCCOC(=O)C=C returned APEX1 inh 2%.
For O=c1c2ccccc2nc2sc(Nc3ccc(Br)cc3)nn12 the results were APEX1 inh -9%.
C=CC1=C(C)C2=CC3=NC(=C(CC(=O)[O-])C4=NC(=C(C)C4=C([O-])[O-])C=c4[n-]c(c(C)c4CC)=CC1=N2)C(CCC(=O)[O-])C3C.[Cu+2].[Na+].[Na+].[Na+] (stereo not drawn) was read as APEX1 inh 0.4µM*.
For CCCCCCCCCCCCCCCCCCOCC(COP(=O)([O-])OCC[N+](C)(C)C)OC (stereo not drawn) the results were APEX1 inh -2%.
For Nc1ccc(-c2ccc(N)c(O)c2)cc1O the results were APEX1 inh 0%.
For N#Cc1c(-c2cccc(Cl)c2)no[n+]1[O-] the results were APEX1 inh -7%.
`O=C1NC(Cc2ccc(O)cc2)c2nc3ccc(Cl)cc3c(=O)n2-c2cc(Cl)ccc21` (stereo not drawn) gave APEX1 inh -16%.
`CCC(=O)OCC(=O)[C@@]1(OC(=O)CC)[C@H](C)C[C@H]2[C@@H]3CCC4=CC(=O)C=C[C@]4(C)[C@@]3(F)[C@@H](O)C[C@@]21C` gave APEX1 inh -9%.
For O=C(Nc1ccc(Br)cc1)c1cnn2c1NC(=C1CC1)C=C2C(F)F the results were APEX1 inh 16%.
`Cc1cc(S(=O)(=O)Nc2ccc(C(=O)NCC3CCCO3)cc2)ccc1F` (stereo not drawn) gave APEX1 inh -5%.
`C=CC(=O)OCCCC` gave APEX1 inh 3%.
CCC(=O)O[C@@H]1CC(=O)O[C@H](C)C/C=C/C=C/[C@H](O)[C@H](C)C[C@H](CC=O)[C@H](O[C@@H]2O[C@H](C)[C@@H](O[C@H]3C[C@@](C)(O)[C@@H](OC(=O)CC)[C@H](C)O3)[C@H](N(C)C)[C@H]2O)[C@H]1OC was read as APEX1 inh -3%[21 µM].
For O=C(O)CCCCCNC(=O)CSc1nnc(-c2ccc([S+](=O)([O-])N3CCCC3)cc2)n1-c1ccccc1 the results were APEX1 inh 43%.
For CN(C)c1ccc(C(=N)c2ccc(N(C)C)cc2)cc1 the results were APEX1 inh 3%.
For CCC(=O)/C=C/C1C(C)=CCCC1(C)C (stereo not drawn) the results were APEX1 inh 0%.
Screening C[n+]1c2cc(N)ccc2cc2ccc(N)cc21 (tested in a mixture with another compound) returned APEX1 inh 25µM*.

These rows are one share of the data (hit frequency here may not be typical).
